Source: PubChem BioAssay (National Center for Advancing Translational Sciences (NCATS))
Tau ThT inhib: blocks human tau fibril formation measured by thioflavin T; actives 2.1% (n = 270,000); recombinant tau K18 P301L, heparin-induced fibrillization, ThT fluorescence; P10636; Potency, µM (titrated, usually from 57.4 µM), without a hit: top-dose activity, negative = inhibition, hits mostly inhibitors; note: % is set by controls: 0 for no effect and ±100 for the full control effect; nearly all actives have a fitted effect of over 55% in size
Target sequence (P10636 561-689 P618L limits assumed): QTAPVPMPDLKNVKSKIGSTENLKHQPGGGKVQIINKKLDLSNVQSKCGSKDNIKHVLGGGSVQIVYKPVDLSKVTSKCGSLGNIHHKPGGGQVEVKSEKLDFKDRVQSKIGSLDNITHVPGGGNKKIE
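Heparin-induced fibrillization of the P301L-mutant K18 repeat-domain fragment of human tau was followed by ThT binding in quantitative high-throughput format.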
HTT cytoprotect: Huntington cell model cytoprotection by ATP luminescence; PC12 HTT-Q103 induced, cytoprotection, ATP luminescence, 40 h; Potency, µM (titrated, usually from 56.4 µM), inactives show cytoprotection (ATP increase), hits mostly activators; actives 0.14% (n = 230,000);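 note: % of control where 0% means no effect; nearly all actives have a fitted effect of over 45% in size; toxic huntingtin expression switched on by the ecdysone agonist tebufenozide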
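Cells were plated at 1500 per well in phenol red-free DMEM with 5% equine and 5% calf serum. Tebufenozide (100 nM final) and compounds were added, then ATPlite reagent, and luminescence was read.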
SMN2 splice up: SMN2 splice variant enhancement | actives 2.8% (n = 210,000) | Potency, µM (top dose mostly 46.1 µM), for inactives: at the top dose activity change, positive = activation, most hits filed as activators | HEK293 SMN2-luciferase splicing reporter, luminescence, 30-36 h; note: % of control where 0% means no effect; nearly all actives have a fitted effect of over 55% in size
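qHTS luciferase splicing reporter: luminescence rises when SMN2 exon 7 is included in transfected HEK293 cells. Compound exposure lasted 30-36 h at 37C, with 4.5 mM final sodium butyrate as control, followed by a ONE-Glo read.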
Tau FP inhib: blocks human tau fibril formation measured by polarization; K18 P301L tau heparin fibrillization, Alexa594 FP, 6 h; Potency, µM (series often up to 57.7 µM), for the others: at the top dose activity, negative = inhibition, hits mostly inhibitors; actives 0.39% (n = 280,000); note: % is set by controls: 0 for no effect and ±100 for the full control effect; nearly all actives have a fitted effect of over 55% in size
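Heparin (20 uM) drove fibril formation of recombinant tau K18 P301L, 15 uM unlabeled with 0.24 uM Alexa 594 label, for 6 hr at 37 C in 100 mM sodium acetate pH 7. Fluorescence polarization (555/632 nm) read 1 hr after 30 uM ThT.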
JMJD2E inh: blocks human JMJD2E demethylase activity | B2RXH2 | Potency, µM (titrated, usually from 57.1 µM), inactives show at the highest dose activity change, negative = inhibition, usual class: inhibitors | AID 2147 | actives 1.6% (n = 230,000) | JMJD2E catalytic domain, FDH-coupled NADH fluorescence (FDH is formaldehyde dehydrogenase); active = well fitted inhibition curve with a large enough effect, not every such curve was filed as active; inconclusive = small, poorly fitted or top-dose-only effect, or another doubt; inactive = no such curve, though single readings can be large or run the other way;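 note: 0% = wells with enzyme and -100% = buffer wells without enzyme; nearly all actives have a fitted effect of over 50% in size; many of its hits are not listed in these tables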
Target sequence (B2RXH2 1-337 limits assumed): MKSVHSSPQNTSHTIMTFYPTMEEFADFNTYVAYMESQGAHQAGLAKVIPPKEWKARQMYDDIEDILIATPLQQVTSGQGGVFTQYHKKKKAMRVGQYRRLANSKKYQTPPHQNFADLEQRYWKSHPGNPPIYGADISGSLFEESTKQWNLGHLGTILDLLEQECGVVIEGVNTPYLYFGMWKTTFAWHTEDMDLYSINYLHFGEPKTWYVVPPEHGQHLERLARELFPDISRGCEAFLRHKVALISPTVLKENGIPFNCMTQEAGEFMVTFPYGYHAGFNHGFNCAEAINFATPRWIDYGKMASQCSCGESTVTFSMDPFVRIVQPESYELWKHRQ
ALDH1A1 block: ALDH1A1 (human) enzyme inhibition; AID 1030; Potency, µM (titrated, usually from 75.3 µM), for the others: at the top dose activity, negative = inhibition, usual class: inhibitors; P00352; actives 7.3% (n = 220,000); Purified ALDH1A1, NADH fluorescence, propionaldehyde substrate; active = well fitted inhibition curve with a large enough effect, not every such curve was filed as active; inconclusive = small, poorly fitted or top-dose-only effect, or another doubt; inactive = no such curve, though single readings can be large or run the other way;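 note: plate controls were no enzyme wells and a reference inhibitor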
Target sequence (P00352 whole entry, looked up): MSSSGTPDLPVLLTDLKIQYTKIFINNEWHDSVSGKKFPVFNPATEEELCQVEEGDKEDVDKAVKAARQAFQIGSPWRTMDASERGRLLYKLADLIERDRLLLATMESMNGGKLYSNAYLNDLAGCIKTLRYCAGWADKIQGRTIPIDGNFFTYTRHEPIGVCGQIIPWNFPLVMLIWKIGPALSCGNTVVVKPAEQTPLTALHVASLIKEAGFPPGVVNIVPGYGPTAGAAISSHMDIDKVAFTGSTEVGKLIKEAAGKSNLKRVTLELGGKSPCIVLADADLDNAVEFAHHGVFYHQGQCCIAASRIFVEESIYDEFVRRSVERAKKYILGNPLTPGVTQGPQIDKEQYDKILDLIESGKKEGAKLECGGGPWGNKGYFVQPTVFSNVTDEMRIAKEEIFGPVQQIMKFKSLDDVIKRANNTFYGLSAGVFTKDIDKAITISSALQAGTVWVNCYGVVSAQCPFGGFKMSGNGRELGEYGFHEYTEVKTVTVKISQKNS
HttQ103 aggreg: mutant huntingtin aggregation inhibition; actives 1.1% (n = 220,000); Potency, µM (series often up to 46.1 µM), for inactives: top-dose activity change, negative = inhibition, hits mostly inhibitors; AID 1688; PC12 HttQ103-GFP aggregates, Acumen cytometry, 40 h; note: % is set by controls: 0 for no effect and ±100 for the full control effect; nearly all actives have a fitted effect of over 60% in size
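Steps: seed 1500 PC12 HTTQ103-GFP cells/well; add tebufenozide, 100 nM final; add compound titration; add ATPLite reagent; quantify GFP aggregates by laser scanning cytometry.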
Tau fluor counter: counter-screen for tau fibril formation inhibitors; tau K18 P301L Alexa594 fluorescence, heparin fibrillization; Potency, µM (doses to about 57.7 µM), for the others: top-dose activity change, negative = decrease; actives 0.93% (n = 280,000); AID 1463; note: % is set by controls: 0 for no effect and ±100 for the full control effect; nearly all actives have a fitted effect of over 55% in size
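Human tau K18 P301L (15 uM unlabeled, 0.24 uM Alexa 594-labeled) in 100 mM sodium acetate pH 7 with 20 uM heparin, 6 hr at 37 C. ThT 30 uM added, 1 hr ambient; Alexa 594 FP and total fluorescence read at 555/632 nm.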
Starred values were filed as active, the others as inactive; ? = inconclusive; nt = no result given; [ ] = remark or other dose. Unless noted, calls come from the whole dose curve; as a rule, active = well fitted curve in the direction sought with a large enough effect; inconclusive = small, poorly fitted or top-dose-only effect, or another doubt; inactive = no such curve, though single readings can be large; an effect the other way counts as inactive or inconclusive. Potency is the fitted concentration of half-maximal effect.

SMILES	Tau ThT inhib	HTT cytoprotect	SMN2 splice up	Tau FP inhib	JMJD2E inh	ALDH1A1 block	HttQ103 aggreg	Tau fluor counter
CC(=O)Nc1ccc(NC(=O)CSc2nnc(COc3ccccc3C)n2CC2CCCO2)cc1 (stereo unspecified)	8%	-20%	-6%	3%	0%	10µM*	-5%	0%
N=C1C(c2nc3ccccc3[nH]2)=C(O)CN1NC(=O)COc1cccc(F)c1	-8%	-2%[10 µM]	13%	4%	12%	10%	13%	-1%
c1ccc(OCc2nc3c4c(ncn3n2)-c2ccccc2CC42CCCC2)cc1	2%	-25%[10 µM]	-22%	5%	?	?	-30%	3%
C=CCC1(C)C(=O)N(c2ccccc2)c2ccccc21 (stereo unspecified)	2%	nt	10%	-2%	-7%	-5%	-5%	1%
Cc1noc(C)c1COC(=O)CCCc1nc2ccccc2s1	-12%	-8%	16%	8%	2%	?	-4%	-6%
Cc1ccc(NC(=O)C2CCN(S(=O)(=O)c3c(C)noc3C)CC2)cc1	-3%	nt	-12%	-12%	nt	nt	nt	-9%
CCc1ccc(-c2nc(CSCC(=O)NCc3ccc(C)cc3)c(C)o2)cc1	?	nt	-37%[inhibitor]	5%	nt	nt	nt	-18%
CCOC(=O)c1ccc(-n2c(CN(CC)CC)nc3ccc([N+](=O)[O-])cc3c2=O)cc1	?	?	-16%	-2%	-11%	28µM*	2%	-24%
O=C(Nc1ncccn1)C12CC3CC(CC(C3)C1)C2	1%	2%[10 µM]	nt	0%	8%	nt	-33%[9.22 µM]	4%
CCCCn1c(=O)nc2n(-c3ccc(Cl)cc3)c3ccccc3cc-2c1=O	-12%	2%[10 µM]	-15%	8%	?	?	5%	-3%
Cc1ccc(-n2cc(C(=O)c3ccc4ccccc4c3O)cn2)cc1	?	-14%	-17%	-4%	3%	13%	8%	-13%
O=c1c(Cl)c(N2CCCCC2)cnn1-c1nc2ccccc2[nH]1	-5%	-93%[inhibitor]	-63%[inhibitor]	2%	-2%	?	20%	-2%
Cc1cccc(-n2ncc3c(NCc4cccs4)ncnc32)c1	-12%	-29%	10µM*	?	?	?	11µM*	?
O=C(c1cc([N+](=O)[O-])ccc1Cl)N1CCN(c2ccccn2)CC1	2%	-16%	0%	2%	2%	-11%	-9%	3%
Cc1cccc(C)c1OCc1nc2ccccc2c(=O)n1/N=C/c1ccc(OCC(=O)O)cc1	3%	nt	-14%	2%	-9%	14µM*	-15%	1%
CCOC(=O)COc1c(OC)cc(Cl)cc1C1Nc2ccccc2C(=O)N1c1cccc(C)c1 (stereo unspecified)	-5%	-86%[inhibitor]	-2%	3%	?	?	-1%	-13%
O=C(CN1C(=O)C2C3C=CC(C3)C2C1=O)Nc1cccc2c1CCCC2 (stereo unspecified)	-5%	-2%	-15%	-1%	5%	-3%	-5%	7%
COC(=O)c1cccc(NC(=O)CCSc2ccc(Cl)cc2)c1C	-13%	nt	nt	-5%	?	-2%	-4%	-12%
Cc1cccc(NC(=O)c2ccc(OCC3CCCO3)cc2)c1C (stereo unspecified)	?	nt	?	-2%	-5%	6%	10%	-8%
O=C(Cn1c(=O)n(-c2ccc(Cl)cc2)c(=O)c2sc3ccccc3c21)NC1CCCCC1	-3%	nt	4%	?	nt	nt	nt	-9%
COc1ccccc1/C=C/C(=O)Nc1ccc(N2CCOCC2)cc1	2.5µM*	-46%[inhibitor]	-3%	6%	-16%	5%	16%	?
CCOC(=O)c1ccc2c(c1)N(Cc1ccccc1C)C(=O)c1ccccc1S2=O (stereo unspecified)	-5%	-11%[0.074 µM]	-58%[inhibitor]	-5%	0%	7%	?	-2%
CCn1c(SCC(=O)N2CCc3ccccc32)nnc1-c1ccncc1	-1%	-21%[0.074 µM]	1%	10%	-22%	-2%	7%	4%
NC1=NC(=O)C2(COC(c3ccccc3Cl)OC2)S1 (stereo unspecified)	-1%	42%[10 µM]	-1%	1%	-6%	0%	-6%	2%
CN1CCN(C(=O)c2ccc(N3CCCC3=O)cc2)CC1	-3%	2%	2%	2%	4%	7%	-1%	0%
COc1ccccc1C(=O)Nc1ccc(-c2nnc(SCC(=O)O)n2C)cc1	-24%	2%	nt	-8%	?	?	1%	-6%
COc1ccccc1N1CCN(c2cc(=O)n(Cc3ccc(F)cc3)c(=O)[nH]2)CC1	-5%	-29%	3%	0%	3%	7%	12%	-4%
COc1ccc(N2CCN(CCNC(=O)c3c(C)cc(=O)oc3C)CC2)cc1	?	14%	-7%	3%	-18%	9%	-1%	-13%
Cc1ccc2cc(C(c3nnnn3CC3CCCO3)N3CCc4ccccc4C3)c(=O)[nH]c2c1 (stereo unspecified)	-18%	3%[10 µM]	-18%	-4%	?	18µM*	-5%	-8%
COc1ccc(N(CC(=O)N/N=C/c2ccc(OC3CSC3)cc2)S(=O)(=O)c2ccccc2)cc1	-17%	3%[10 µM]	nt	-14%	3%	9%	-11%	?
Cc1oc(-c2ccoc2)nc1CN(Cc1ccccc1)CC1CC1	-16%	9%[10 µM]	nt	4%	-15%	-4%	3%[9.22 µM]	-16%
CCOC(=O)/C(C)=C1\NC(C)(C)Cc2ccccc21	?	nt	1%	?	-1%	?	?	-8%
Cc1sc2ncnc(SCC(=O)N3c4ccccc4Sc4ccc(Cl)cc43)c2c1C	-2%	nt	-19%	1%	-4%	?	5%	-3%
NC1=NC2=C(CCCC2)C2(CCCCC2)S1	1%	-17%	11%	-3%	-2%	?	-22%	-1%
CCC1(C)Cc2c(sc3c2c(=O)n(C)c2nnc(SCc4ccc5c(c4)OCO5)n32)CO1 (stereo unspecified)	2%	8%	-3%	1%	0%	5%	-4%	3%
O=[N+]([O-])c1ccccc1-c1ccc(/C=N/n2cnnc2)o1	?	7%	?	3%	6%	-10%	11%	-6%
O=C(Nc1cccc(-c2csc(Nc3ccccc3)n2)c1)c1ccccc1	?	-6%[10 µM]	nt	2%	-1%	nt	12%[9.22 µM]	13µM*[quencher]
C[C@@H](C(=O)Cc1ccc2ccccc2c1)[C@@H]1C[C@@]1(C)[C@@H](NP(=O)(c1ccccc1)c1ccccc1)c1ccccc1	-5%	-84%[inhibitor]	-15%	-12%	-6%	5%	nt	-10%
COc1ccc(CNC(=O)Nc2ccc(C)cc2C)cc1	-11%	-18%	13%	2%	5%	-3%	4%	-10%
CC1(C)[C@@H](OC(=O)CCC(=O)O)CC[C@@]2(C)[C@H]1CC[C@@]1(C)[C@H]2C(=O)C=C2[C@H]3C[C@](C)(C(=O)O)CC[C@]3(C)CC[C@@]21C	nt	?	-1%[20.6 µM]	nt	3%[25.5 µM]	9%[20.9 µM]	-3%[20.6 µM]	nt
O=C(O)c1cccc(NS(=O)(=O)c2ccc(-c3ccc(S(=O)(=O)Nc4cccc(C(=O)O)c4)cc3)cc2)c1	5%	nt	10%	-1%	-14%	9%	27%	5%
CN1CCc2nc3sc(C(=O)Nc4cccc(C#N)c4)c(N)c3cc2C1	13µM*	nt	0%	3%	nt	nt	nt	?
CCOC(=O)CSc1ccc(S(=O)(=O)N2CCCCC2)cc1[N+](=O)[O-]	-8%	nt	13%	6%	-14%	-11%	-7%	-19%
CC(=O)c1ccc(NC(=O)c2noc3c2CCC3)cc1	?	-109%[inhibitor]	?	-4%	4%	?	22%	1%
COc1cc(/C(C)=N/N2CCOCC2)cc(OC)c1OC	3%	-10%	8%	?	-7%	-2%	0%	6%
CC(C)c1ccc(NC(=O)COC(=O)COc2ccccc2)cc1	-5%	-1%[10 µM]	nt	-9%	0%	-5%	-5%	-16%

Structural class, the compounds so far containing an aryl methoxy group.
SMILES	Tau ThT inhib	HTT cytoprotect	SMN2 splice up	Tau FP inhib	JMJD2E inh	ALDH1A1 block	HttQ103 aggreg	Tau fluor counter
CCOC(=O)COc1c(OC)cc(Cl)cc1C1Nc2ccccc2C(=O)N1c1cccc(C)c1 (stereo unspecified)	-5%	-86%[inhibitor]	-2%	3%	?	?	-1%	-13%
COc1ccccc1/C=C/C(=O)Nc1ccc(N2CCOCC2)cc1	2.5µM*	-46%[inhibitor]	-3%	6%	-16%	5%	16%	?
COc1ccccc1C(=O)Nc1ccc(-c2nnc(SCC(=O)O)n2C)cc1	-24%	2%	nt	-8%	?	?	1%	-6%
COc1ccccc1N1CCN(c2cc(=O)n(Cc3ccc(F)cc3)c(=O)[nH]2)CC1	-5%	-29%	3%	0%	3%	7%	12%	-4%
COc1ccc(N2CCN(CCNC(=O)c3c(C)cc(=O)oc3C)CC2)cc1	?	14%	-7%	3%	-18%	9%	-1%	-13%
COc1ccc(N(CC(=O)N/N=C/c2ccc(OC3CSC3)cc2)S(=O)(=O)c2ccccc2)cc1	-17%	3%[10 µM]	nt	-14%	3%	9%	-11%	?
COc1ccc(CNC(=O)Nc2ccc(C)cc2C)cc1	-11%	-18%	13%	2%	5%	-3%	4%	-10%
COc1cc(/C(C)=N/N2CCOCC2)cc(OC)c1OC	3%	-10%	8%	?	-7%	-2%	0%	6%

Only part of the results is shown; rates above refer to the full screens.
